Cdc25B block – human M-phase inducer phosphatase 2 inhibition; AID 368; recombinant Cdc25B, OMFP fluorescence Ex485/Em525; inhibition, %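 (compounds tested at 10 µM final in the well)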; P30305; actives 0.1% (n = 65,000); in the data active means inhibition above about 50%
DUSP1 inh – blocks human MKP-1 phosphatase activity; AID 374; P28562; inhibition, %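 (compounds tested at a single concentration somewhere between 10 and 100 µM)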; recombinant MKP-1, OMFP hydrolysis fluorescence; actives 0.15% (n = 65,000);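 active means inhibition above about 50%, limit read from the data; inconclusive means inhibition over screen mean plus 3 SD, below that limit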;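 further: 0% = DMSO max control wells and 100% = wells with enzyme stopped by NaOH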
Target sequence (P28562 whole entry, looked up): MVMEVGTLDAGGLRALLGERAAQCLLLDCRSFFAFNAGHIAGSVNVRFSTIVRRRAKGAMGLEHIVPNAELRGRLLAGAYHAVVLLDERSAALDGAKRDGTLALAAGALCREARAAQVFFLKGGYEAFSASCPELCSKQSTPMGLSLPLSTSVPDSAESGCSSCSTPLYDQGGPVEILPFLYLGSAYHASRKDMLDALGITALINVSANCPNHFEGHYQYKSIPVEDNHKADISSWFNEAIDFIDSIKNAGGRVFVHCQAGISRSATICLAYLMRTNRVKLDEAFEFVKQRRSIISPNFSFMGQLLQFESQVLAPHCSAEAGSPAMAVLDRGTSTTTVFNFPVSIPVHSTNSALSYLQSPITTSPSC
SF-1 act – activators of human nuclear receptor SF-1. CHO-K1 Gal4-SF-1 LBD luciferase reporter; % increase over DMSO SF-1-specific signal. activation, % at 10 µM. Q13285. AID 522. actives 1.9% (n = 65,000);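 active means activation above the mean activation of all tested compounds plus 3 SD, cut at about 50% in these data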
Target sequence (Q13285 whole entry, looked up, the tested form may be a part): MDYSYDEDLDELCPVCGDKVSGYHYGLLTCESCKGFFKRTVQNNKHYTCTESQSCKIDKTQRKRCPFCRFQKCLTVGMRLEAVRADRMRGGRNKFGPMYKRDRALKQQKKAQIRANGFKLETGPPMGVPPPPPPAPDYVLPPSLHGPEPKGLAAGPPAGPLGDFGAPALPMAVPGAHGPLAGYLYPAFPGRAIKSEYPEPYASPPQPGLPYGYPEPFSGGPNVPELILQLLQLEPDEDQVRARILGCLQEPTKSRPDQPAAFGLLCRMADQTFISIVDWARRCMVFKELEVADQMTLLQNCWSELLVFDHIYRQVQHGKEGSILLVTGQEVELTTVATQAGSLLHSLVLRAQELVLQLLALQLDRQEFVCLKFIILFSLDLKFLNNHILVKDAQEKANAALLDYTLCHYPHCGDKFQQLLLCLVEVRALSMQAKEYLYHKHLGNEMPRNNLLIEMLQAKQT
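Assay system – CHO-K1 cells with Gal4–hSF-1 LBD chimera plus Gal4-driven luciferase · Quantity – 4,000 cells per well · Times – compound added 1 h post-seeding, 20 h exposure at 37 °C, 5% CO2 · Measured by – luciferase light emission · Benchmarks – DMSO and mock-transfected background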
RORa activator – RORA (human) activation; actives 1.5% (n = 65,000); activation, % at 10 µM; CHO-K1 Gal4-RORA LBD luciferase reporter, luminescence; percent increase over mock-subtracted basal signal;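 active means activation above the mean of all tested compounds plus 3 SD, cut at about 49% in these data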;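 further: 0% = DMSO-treated RORA cells and 100% = added signal equal to DMSO minus mock-transfected cells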
D1 mod – D1 dopamine receptor (human) allosteric modulation; P21728; HEK293 D1, CRE-luciferase, dopamine EC30 potentiation; actives deviate in either direction; B-score at 10 µM; actives 5.9% (n = 58,000); AID 641;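 active means luminescence count or its row- and column-corrected plate score outside the 99.7% band of the plate's sample wells, on either side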
Her2 expr inh – lowers expression of human Her2 kinase; P04626; SKBR-3 HER2 protein level, AlphaScreen, 18-24 h; active compounds read low; HER2 level % of control, % at 10 µM; actives 0.69% (n = 65,000); AID 645;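 active means HER2 level under 5% of the carrier-only control; inconclusive means no clear call, values can overlap the other calls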;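 further: 100% = DMSO carrier and 0% = 500 nM PU-H71 HSP90 inhibitor; lower value means stronger loss of Her2 protein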
TNAP act mid DEA – activates human TNAP at intermediate phosphate acceptor concentration; purified TNAP, CDP-star luminescence, 100 mM DEA, 30 min; active compounds read high; scale: 0 levamisole-inhibited, 1 vehicle-only enzyme; activation factor at 20 µM; 64,000 tested, under 10 active;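 active means activation factor of at least 2 at 20 µM, relative to controls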
FXIIa inh mix – blocks human factor XIIa in pooled compound mixtures; P00748; purified FXIIa, fluorogenic substrate; inhibition, % at 5 µM; actives 0.2% (n = 62,000); AID 684; in the data active means inhibition above about 20%, passing the limit was not always enough;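 further: 0% = enzyme without compound and 100% = no enzyme blank; some results filed as inactive read as strong as hits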
Hsp90 inh – displaces geldanamycin probe from tumor Hsp90; actives 0.35% (n = 64,000); inhibition, % at 30 µM; NCI-N417 lysate Hsp90, Cy3B-geldanamycin FP displacement;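 active means inhibition above 50%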;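 further: 0% = tracer plus lysate wells and 100% = tracer alone without lysate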
An asterisk follows results filed as active; ? = inconclusive; nt = no result given. Compounds as they come; about 8.9% have a hit in one of these screens.

Structure	Cdc25B block	DUSP1 inh	SF-1 act	RORa activator	D1 mod	Her2 expr inh	TNAP act mid DEA	FXIIa inh mix	Hsp90 inh
CC(C)COc1ccc(C2NC(=O)NC2=O)cc1 (configuration not stated)	1.0	-2.6	7.6	1.7	-1.3	91.5	0.8	0.1	2.6
O=C(Nn1cnnc1)C(Sc1ccccc1)c1ccccc1 (configuration not stated)	0.8	-17.1	2.2	-8.3	nt	87.0	0.8	6.7	0.5
CC12CC(NC(=O)N1c1ccc(C(=O)N3CCN(c4ccccn4)CC3)cc1)c1ccccc1O2 (configuration not stated)	6.8	41.1	6.9	-3.5	0.875	85.7	1	-5.2	2.6
Cc1nc2ccccc2c(=O)n1/N=C/c1cccnc1	-9.4	10.6	nt	nt	0.177	65.6	0.8	4.6	nt
CC(=O)Oc1cc2c(C(=O)NCCN3CCOCC3)c(C)oc2c2ccccc12	32.3	33.3	-5.1	-7.0	nt	85.0	0.9	-15.6	91.0*
COC(=O)c1ccccc1NC(=O)C(C)Oc1ccccc1 (configuration not stated)	-11.8	-14.0	-8.3	-1.3	1.98	113.1	0.9	-0.3	-3.6
CCCOC(=O)CC1C(=O)NCCN1Cc1ccc(F)cc1 (configuration not stated)	0.9	-6.4	13.7	17.6	-0.0757	100.9	1	11.0	-3.5
CCOc1ccc(N2CC(=O)Nc3ccccc3NCC2=O)cc1	-9.5	-30.2	-5.3	-15.7	0.0958	82.0	1	3.0	4.0
Cn1cc(C(=O)NCCc2ccccc2)c(=O)c2cc(S(=O)(=O)N3CCOCC3)ccc21	-21.0	10.5	-18.4	-14.4	0.253	88.7	1	-2.3	-3.7
N#CC1=C(N)Oc2n[nH]c(-c3cccs3)c2C1c1ccoc1 (configuration not stated)	2.3	1.2	15.6	-4.0	0.748	117.6	0.9	-1.9	-21.1
O=C(COc1ccccc1Cl)OCC(=O)N1CCN(S(=O)(=O)c2ccccc2)CC1	-2.9	1.4	-6.7	11.2	-0.0688	111.6	1	-1.9	-2.0
CCc1ccc(-c2nc(CSCC(=O)N3CCN(c4ccccn4)CC3)c(C)o2)cc1	-52.9	17.6	-17.9	-48.1	-1.59	65.0	nt	nt	-0.3
CN(C)S(=O)(=O)c1ccc(C(=O)OCCCN=C2NS(=O)(=O)c3ccccc32)cc1	-14.1	-3.0	-25.0	43.9	-0.0708	90.2	1	6.6	-2.4
NC(=O)C1CCCN(S(=O)(=O)c2ccc(Br)cc2)C1 (configuration not stated)	-7.2	23.7	5.6	-14.1	-0.171	85.6	0.9	0.3	-2.6
CC(=O)Nc1cccc(C(=O)Nc2ccccc2C(=O)O)c1	-4.0	-7.4	-17.9	19.1	nt	84.2	0.8	2.6	-3.9
COc1cc(C(=O)OC(C)C(=O)N2CCc3ccccc3C2)ccc1OCC(=O)N1CCOCC1 (configuration not stated)	-7.4	3.5	-12.3	1.8	-1.35	90.4	0.9	0.2	-5.5
Cc1cc2c(cc1C)NC1(C(=O)Nc3ccccc31)C1=C(CC(C)(C)CC1=O)N2 (configuration not stated)	-5.5	9.2	16.3	-7.6	1.52	98.9	0.9	-0.2	2.6
COc1ccc(N2CCN(C(=O)CN3C(=O)C4CC=CCC4C3=O)CC2)cc1 (configuration not stated)	1.2	13.3	3.8	3.7	0.00315	110.3	0.9	-8.3	-1.8
CCOC(=O)c1ccc(COC(=O)CCc2nc3ccccc3[nH]c2=O)o1	-8.2	-2.4	-13.7	-12.2	0.799	89.1	1	-0.3	-5.0
CC(C)(C)NC(=O)c1cccc(NC(=O)c2ccc(NC(=O)c3ccco3)cc2)c1	1.0	3.1	1.9	-3.1	-1.65	93.1	1	-2.5	-1.8
CCn1ccnc1C(O)c1cccc(OC)c1 (configuration not stated)	-12.4	2.2	-4.8	-1.8	-2.32	125.3	0.9	-3.0	-0.5
Cc1ccc(NC(=O)c2cc(N3CCOCC3)nc3ccccc23)cc1	-7.0	-38.8	7.6	-5.5	nt	55.0	0.9	nt	-7.9
CCC(=O)Nc1c(C#N)c2nc3ccccc3nc2n1C1CCCCC1	4.8	13.7	-9.1	-19.3	1.33	103.0	0.9	1.7	-5.5
Nc1c(C(=O)NC2CC2)c2nc3ccccc3nc2n1-c1ccc2c(c1)OCO2	-1.1	?	-12.2	18.2	-1.34	76.3	0.9	4.3	-8.0
COC(=O)c1ccccc1N1C(=O)C2C(C1=O)[C@H]1C=C[C@@H]2C1 (some centres not stated)	0.5	-23.9	0.5	-8.1	-0.034	61.7	1	-4.6	2.0
COc1cccc(NC(=O)N2CCC(C(=O)Nc3ccc(C)cc3C)CC2)c1	-7.1	2.4	12.8	8.7	-1.86	78.4	0.9	1.8	-0.3
O=C(Nc1ccc2nc(-c3ccc(Br)o3)[nH]c2c1)c1ccco1	-6.3	6.8	30.4	54.7*	-1.44	71.5	0.9	-16.5	-7.4
O=C(CC1(O)C(=O)N(C/C=C/c2ccccc2)c2ccccc21)c1ccccn1 (configuration not stated)	-7.6	-6.2	27.2	13.2	0.854	72.1	0.9	-14.9	-8.0
S=c1[nH]nc(-c2ccccc2)n1Cc1ccccc1	0.1	-26.9	1.0	-7.4	-0.287	77.0	0.8	nt	0.5
COC(=O)CN(c1ccc2c(c1)OCCO2)S(=O)(=O)c1ccccc1	-8.0	8.0	-14.3	-10.2	0.0794	88.0	0.8	-5.4	-0.9
CSc1nc2ccc(Nc3nc(N4CCOCC4)nc(N4CCOCC4)n3)cc2s1	0.5	19.5	-8.2	-3.0	2.59	100.2	0.9	5.6	-3.1
COc1ccc(C(=O)Nc2ccc(-c3cn4ccsc4n3)cc2)cc1S(=O)(=O)N1CCOCC1	4.6	33.5	-1.6	17.2	-0.0087	64.7	1	3.4	-0.3
CCCCCCSc1nsc(NC(C)=O)n1	1.5	20.2	21.3	74.9*	-0.013	131.0	0.9	-3.5	3.8
CCOCCn1c(CN2CCN(C)CC2)nc2c1c(=O)n(C)c(=O)n2C	-0.2	0.4	10.4	-22.3	0.019	80.8	0.9	-2.2	-1.6
NC(=O)C1CCN(C(=O)C2CCN(S(=O)(=O)c3ccccc3)CC2)CC1	4.9	4.7	-1.1	-11.1	0.015	93.0	1	3.8	-0.1
COC(=O)C1=C(C)N(C)C(C)=C(C(=O)OC)C1c1ccccc1C	-10.9	3.8	-15.2	16.2	-0.69	87.0	1	2.5	-7.0
CCOC(=O)c1ccc(NC2c3ccccc3C(=O)N2c2cccnc2)cc1 (configuration not stated)	4.4	5.9	-41.2	-41.7	0.179	51.1	0.9	0.4	-1.8
COc1ccc(C(=O)N2CCC(C(=O)Nc3cccc(C)c3)CC2)cc1OC	-5.0	9.1	-9.6	-12.4	-0.521	97.1	1	3.6	0.1
COC(=O)C1CCN(C(=O)C2CCCCC2)CC1	-23.2	-1.7	9.9	6.6	0.452	147.2	0.9	11.8	-2.0
CCOc1ccc(-n2cc(C(=O)N3CCN(C)CC3)c3cc(OC)c(OC)cc3c2=O)cc1	3.5	-3.1	2.6	-6.2	0.535	91.6	0.9	3.7	-2.0
CN(C)CCCNC(=O)CC(c1ccc(F)cc1)c1ccco1 (configuration not stated)	-11.5	0.9	5.9	-1.7	-0.0369	84.2	0.9	-16.2	nt
COc1ccc(NS(=O)(=O)c2c(C)[nH]c(=O)[nH]c2=O)c(OC)c1	-6.2	-5.1	3.5	-33.0	1.09	75.1	0.9	6.4	3.0
Cn1c2ccccc2c2nnc(SCc3ccc4nonc4c3)nc21	-1.7	-6.7	6.7	4.9	0.0519	82.2	0.9	7.4	-3.2
N#Cc1c(N)nc(SCC(=O)NC2CCCCC2)c(C#N)c1-c1ccc(Cl)cc1	5.6	-2.3	-6.0	-16.0	0.382	95.2	0.9	-22.3	-7.0
CCN1CCN(c2ncnc3c2sc(=S)n3-c2ccccc2)CC1	-1.5	0.3	5.8	21.8	0.186	101.9	1	3.5	1.5
O=C(NCCN1C(=O)CCC1=O)c1ccncc1	-11.1	-25.4	-6.1	1.7	-0.568	101.3	0.9	-0.3	-4.1
Cn1nnnc1SCC(=O)NC(=O)Cc1ccccc1	-0.6	5.6	-6.9	-17.2	-0.675	98.2	0.9	-0.1	-0.7
CCOc1ccc(CCNC(=O)C2CCN(c3nnc(-n4cccc4)s3)CC2)cc1OCC	-9.9	20.8	2.0	-15.1	nt	105.8	1	1.8	-3.5
O=C(NC1CCCCCCC1)C1CCCN(S(=O)(=O)c2cnc[nH]2)C1 (configuration not stated)	6.1	0.6	8.6	-4.8	-0.14	87.3	0.9	15.4	-3.1
COc1ccc(NS(=O)(=O)c2ccc3oc(Nc4ccc5c(c4)OCCO5)nc3c2)cc1	-5.5	27.6	39.0	9.3	0.0511	155.7	0.9	2.6	7.2
Cc1ccc(-c2cc(C(F)(F)F)n3ncc(C(=O)NCc4ccco4)c3n2)cc1	-2.5	14.9	-9.4	-15.4	0.289	92.4	0.9	4.6	-1.7
O=C(C1CC(=O)N(C2CCCC2)C1)N1CCN(c2ccc(F)cc2)CC1 (configuration not stated)	-10.9	9.6	28.7	6.8	0.00228	68.6	0.9	-3.0	-0.9
CC1(C)C(=O)C2(CCCCC2)C(=O)OC1c1cccs1 (configuration not stated)	-8.3	-9.8	-14.3	-21.8	-0.81	102.1	0.9	-1.6	-3.0

Reformatted with each value named: part of the list above
mol: O=C(C1CC(=O)N(C2CCCC2)C1)N1CCN(c2ccc(F)cc2)CC1 (configuration not stated)
  Cdc25B block = -10.9
  DUSP1 inh = 9.6
  SF-1 act = 28.7
  RORa activator = 6.8
  D1 mod = 0.00228
  Her2 expr inh = 68.6
  TNAP act mid DEA = 0.9
  FXIIa inh mix = -3.0
  Hsp90 inh = -0.9
mol: Cn1c2ccccc2c2nnc(SCc3ccc4nonc4c3)nc21
  Cdc25B block = -1.7
  DUSP1 inh = -6.7
  SF-1 act = 6.7
  RORa activator = 4.9
  D1 mod = 0.0519
  Her2 expr inh = 82.2
  TNAP act mid DEA = 0.9
  FXIIa inh mix = 7.4
  Hsp90 inh = -3.2
mol: N#Cc1c(N)nc(SCC(=O)NC2CCCCC2)c(C#N)c1-c1ccc(Cl)cc1
  Cdc25B block = 5.6
  DUSP1 inh = -2.3
  SF-1 act = -6.0
  RORa activator = -16.0
  D1 mod = 0.382
  Her2 expr inh = 95.2
  TNAP act mid DEA = 0.9
  FXIIa inh mix = -22.3
  Hsp90 inh = -7.0

Screens: PubChem, several laboratories
